Screening results deposited in PubChem BioAssay by National Center for Advancing Translational Sciences (NCATS).
HCV inhibitor – blocks hepatitis C virus; Huh7.5.1 HCVcc-Cre infection, luciferase reporter, 44 h; Potency, µM (doses to about 41.8 µM), inactives show at the highest dose activity change, negative = inhibition, most hits filed as inhibitors; 340,000 tested, 3.4% active; AID 651820; note: potency is the fitted concentration of half-maximal effect; % is set by controls: 0 for no effect and ±100 for the full control effect
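Infectious HCVcc-Cre (~0.5 moi) was added to cells just after compound, with cells seeded 4 h earlier at 1,000 per well. Luciferase activity after 44 h culture reported infection; substrate was incubated 15 min at room temperature before reading.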
Shiga toxin inh – Shiga toxin inhibition; inhibition, % at 38.7 µM; Vero cells, Shiga toxin protein synthesis inhibition reporter; 290,000 tested, 9.2% active; in the data active = inhibition mostly above about 28%, no sharp cut-off; inactive = mostly below about 43%; note: 0% is about no effect
Pf growth 96h – P. falciparum growth inhibition at 96 hours; P. falciparum luciferase reporter growth, 96 h; Potency, µM (doses to about 28.7 µM), for the others: top-dose activity change, negative = inhibition, actives largely listed as inhibitors; 320,000 tested, 6.9% active; AID 504834; note: potency is the fitted concentration of half-maximal effect; % is set by controls: 0 for no effect and ±100 for the full control effect
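Readout is luminescence from an integrated firefly luciferase in P. falciparum. Red cells, 2% hematocrit and 0.05% parasitemia final, were cultured with compound through two parasite generations (96 hours) at 37 C, 5% CO2.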
FBPA Giardia inh – blocks Giardia fructose-bisphosphate aldolase activity; A8B2U2; purified Giardia FBPA; Potency, µM (series often up to 59.6 µM), for the others: top-dose activity, negative = inhibition, usual class: inhibitors; 290,000 tested, 0.71% active; note: potency is the fitted concentration of half-maximal effect; % is set by controls: 0 for no effect and ±100 for the full control effect; nearly all actives have a fitted effect of over 55% in size
Target sequence (A8B2U2 whole entry, looked up): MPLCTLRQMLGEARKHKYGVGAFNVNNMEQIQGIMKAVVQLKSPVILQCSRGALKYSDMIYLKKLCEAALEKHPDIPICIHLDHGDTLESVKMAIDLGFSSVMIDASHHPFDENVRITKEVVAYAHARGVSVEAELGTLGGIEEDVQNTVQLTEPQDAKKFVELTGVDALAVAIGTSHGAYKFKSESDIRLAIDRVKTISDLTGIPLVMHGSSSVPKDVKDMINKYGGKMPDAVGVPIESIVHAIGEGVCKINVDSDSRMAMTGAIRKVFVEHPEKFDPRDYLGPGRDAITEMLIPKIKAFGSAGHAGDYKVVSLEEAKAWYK
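Giardia FBPA (40 nM reagent) was preincubated 10 min at RT with compound (up to 57.5 uM final), then substrate plus GAPDH/TPI/NAD/arsenate coupling system with diaphorase/resazurin was added; resorufin fluorescence (525/598 nm) was read after 20 min.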
CHX counter – affects cycloheximide protein synthesis inhibition readout, counter-screen; cell reporter, cycloheximide protein synthesis inhibition counterscreen; max response, %; 300,000 tested, 12% active; AID 2314; in the data active = max response mostly above about 13%, no sharp cut-off; inactive = mostly below about 14%; note: read at 38.3 µM for the half of the compounds with a filed dose; 0% is about no effect
Pf growth 48h – P. falciparum growth inhibition at 48 hours (one generation) | P. falciparum luciferase growth in erythrocytes, 48 h | 310,000 tested, 5.9% active | Potency, µM (highest dose often 28.7 µM), for inactives: top-dose activity change, negative = inhibition, actives largely listed as inhibitors; note: potency is the fitted concentration of half-maximal effect; % is set by controls: 0 for no effect and ±100 for the full control effect
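Compounds are pin-transferred into medium, infected erythrocytes (2% hematocrit, 0.1% parasitemia final) are added, and plates sit one parasite generation at 37 C in 5% CO2. Detection reagent is then added and luminescence measured.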
Active calls of the source: *; ? = inconclusive; . = no result given; [ ] = dose if it differs, or a comment. Unless noted, calls come from the whole dose curve; as a rule, active = well fitted curve in the direction sought with a large enough effect; inconclusive = small, poorly fitted or top-dose-only effect, or another doubt; inactive = no such curve, though single readings can be large; an effect the other way counts as inactive or inconclusive.

Short forms – A = HCV inhibitor; B = Shiga toxin inh; C = Pf growth 96h; D = FBPA Giardia inh; E = CHX counter; F = Pf growth 48h
CN(c1ccccc1)S(=O)(=O)c1cccc(C(=O)N2CCCCCC2)c1
  A = ? | B = . | C = ? | D = . | E = . | F = 11%
C/C=C1\COC(C(=O)NCCN2CCOCC2)(C(F)(F)F)C=C1C=C(C)C (configuration not stated)
  A = . | B = 11 | C = . | D = 3% | E = 12 | F = .
Cc1ccc(S(=O)(=O)Nc2nnc(C(C)(C)C)s2)cc1
  A = 19% | B = -7 | C = 34%[activator] | D = ? | E = 0 | F = 31%
CSc1ccc(CNC(=O)c2ccc(NC(=O)C3=CSCCO3)cc2)cc1
  A = -7% | B = 17 | C = 7.4µM* | D = . | E = 4 | F = 28%
Cc1ccsc1/C=N/Nc1nc2ccccc2s1
  A = ? | B = 146* | C = ? | D = 3% | E = 70* | F = 265%[activator]
Cc1cc(C)n(-c2ccc(N3CCOCC3)nn2)n1
  A = 5% | B = 57* | C = 39%[activator] | D = -3% | E = 33* | F = 72%[activator]
Cc1cc(C)c2c(c1)NC(=O)C2(O)CC(=O)c1cccs1 (configuration not stated)
  A = 6% | B = -3 | C = . | D = 6% | E = 12 | F = 19%
CCCCC(=O)Nc1ccc(N2CCN(C(=O)c3ccco3)CC2)cc1
  A = 21% | B = 7 | C = ? | D = . | E = -3 | F = -2%
Cc1cc(NC(=O)c2nn(C)c(C)c2[N+](=O)[O-])no1
  A = 6% | B = 18 | C = 31%[activator] | D = 5% | E = -2 | F = 12%
CCOC(=O)C1CCN(C(=O)CNC(=O)c2nn(-c3ccc(OC)c(OC)c3)c(=O)c3ccccc23)CC1
  A = 4% | B = 38 | C = -14% | D = 9% | E = 21* | F = ?

The final 2 entries of the part before open the next one:
Short forms – A = HCV inhibitor; B = Shiga toxin inh; C = Pf growth 96h; D = FBPA Giardia inh; E = CHX counter; F = Pf growth 48h
Cc1cc(NC(=O)c2nn(C)c(C)c2[N+](=O)[O-])no1
  A = 6% | B = 18 | C = 31%[activator] | D = 5% | E = -2 | F = 12%
CCOC(=O)C1CCN(C(=O)CNC(=O)c2nn(-c3ccc(OC)c(OC)c3)c(=O)c3ccccc23)CC1
  A = 4% | B = 38 | C = -14% | D = 9% | E = 21* | F = ?
COc1ccc(CCNC(=O)c2ccc(N(C)S(=O)(=O)c3ccc(C)cc3)cc2)cc1OC
  A = 10µM* | B = -7 | C = -9% | D = -12% | E = 6 | F = ?
CCn1c(CNC(=O)Cc2ccc(OC)cc2)nnc1SCC(=O)c1ccc(Br)cc1
  A = -7% | B = -13 | C = ? | D = 2% | E = -2 | F = .
CCCOc1ccc(/C(O)=C2/C(=O)C(=O)N(CCCOC)C2c2ccncc2)cc1 (configuration not stated)
  A = -1% | B = -2 | C = 6% | D = 9% | E = -2 | F = -5%
O=C(Nc1cnccn1)c1ccc(Cl)cc1
  A = -8% | B = 58* | C = 56%[activator] | D = 0% | E = 5 | F = .
CCc1ccc(C(=O)COC(=O)c2cncc(Br)c2)cc1
  A = -20% | B = 33 | C = 52%[activator] | D = 2% | E = 40* | F = 17µM*
COc1ccc2cc(C)c3nnc(SCC(=O)Nc4cc(OC)c(OC)cc4C(=O)O)n3c2c1
  A = -5% | B = 1 | C = 62%[activator] | D = -6% | E = -4 | F = 13%
O=C(NCc1cccs1)C1CCCN1C(=O)Nc1ccc(F)cc1 (configuration not stated)
  A = 2% | B = -2 | C = 0% | D = 1% | E = -3 | F = 7%
O=C(Oc1ccc2c3c(c(=O)oc2c1)CCC3)c1ccccc1[N+](=O)[O-]
  A = 7% | B = -12 | C = 22% | D = 2% | E = -3 | F = 10%
COc1cc(NC(=S)NC(=O)c2c(OC)cccc2OC)ccc1NC(=O)c1cccs1
  A = ? | B = -24 | C = 9% | D = 0% | E = -2 | F = 5.2µM*
COC(=O)c1c(C(=O)OC)c2cc(C)ccn2c1Cl
  A = ? | B = -14 | C = 3% | D = 2% | E = -3 | F = 12%
COc1cc(OC)c(OC)cc1CN1CCSCC1
  A = 4% | B = -7 | C = -29% | D = ? | E = -1 | F = 48%[activator]
Cc1cnc(C(=O)Oc2cccc(Cl)c2Cl)cn1
  A = 9% | B = -6 | C = 35%[activator] | D = -8% | E = -3 | F = 59%[activator]
CC(=O)N(c1ccc(C)cc1)S(=O)(=O)c1ccc(Cl)cc1
  A = 13% | B = 13 | C = -12% | D = 0% | E = -3 | F = 24%
CC(=O)Nc1ccc2c(c1)nc(C)n2-c1ccccc1
  A = 7% | B = 36 | C = ? | D = 0% | E = 13* | F = 46%[activator]
CCOc1ccc(NC(=O)CN(C)C(=O)c2cc(S(=O)(=O)N3CCCCCC3)ccc2OC)cc1OCC
  A = 2% | B = . | C = ? | D = . | E = . | F = ?
O=C(NCCc1ccccc1F)C1CCC(=O)N(Cc2ccccc2F)C1 (configuration not stated)
  A = -11% | B = 25* | C = 51%[activator] | D = . | E = 18* | F = 20%
O=C(CC(=O)NCc1cccnc1)NCc1cccnc1
  A = -5% | B = -12 | C = 10µM* | D = 1% | E = -5 | F = 8%
Cc1ccc(SCC(=O)NNC(=O)C2CCCCC2)cc1
  A = -1% | B = -2 | C = 10% | D = 4% | E = 6 | F = ?
Nc1nnc(-c2cccc(F)c2)s1
  A = 12% | B = 26 | C = 16% | D = -1% | E = -2 | F = 10%
COc1ccccc1CNC(=O)C(=O)NCCC1CCCCN1S(=O)(=O)c1cccs1 (configuration not stated)
  A = 11µM* | B = . | C = 12µM* | D = . | E = . | F = ?

Next results follow.
Every second line gives: HCV inhibitor | Shiga toxin inh | Pf growth 96h | FBPA Giardia inh | CHX counter | Pf growth 48h
> CCCCCCCCCCCCCCCC[n+]1ccc(/C=N/O)cc1
    ? | -10 | 1.2µM* | 5% | -2 | 2.3µM*
> CCOC(=O)CCC(=O)Nc1ccc(S(=O)(=O)N2CCCC2)cc1
    0% | -5 | ? | 1% | -2 | 3%
> CCOc1ccc(S(=O)(=O)N(CC(=O)NCC2CCCO2)c2ccc(F)cc2)cc1 (configuration not stated)
    14% | -9 | 11% | 5% | -2 | -3%
> Cn1c(N)c(C(=O)c2cc(-c3ccncc3)nc3ccccc23)c(=O)n(C)c1=O
    -14% | -8 | ? | -4% | 4 | -27%
> CCOc1cc2nc(-c3ccc(OC)c(OC)c3)nc(N3CC(C)OC(C)C3)c2cc1OC (configuration not stated)
    . | 11 | ? | 1% | -2 | ?
> CCOC(=O)N1CCN(S(=O)(=O)c2ccc3c(c2)OCC(=O)N3)CC1
    -18% | -3 | -1% | 0% | -4 | 1%
> Nc1ccc(C(O)(C(F)(F)F)C(F)(F)F)cc1
    -29% | -10 | -16% | 2% | -5 | .
> CCOc1ccc(S(=O)(=O)NCc2cccnc2)cc1C(C)C
    ? | . | 0% | 0% | 0 | 29%
> CN(C)C1=NC[C@H](Cc2ccccc2)N1CCCC1CCCCC1
    4µM* | . | 5.2µM* | . | . | 7.4µM*
> Cc1cccc(NC(=O)Cn2c(=O)n(Cc3ccccc3)c(=O)c3c(C)c(C)sc32)c1
    10µM* | -10 | 15µM* | 0% | -2 | ?
> O=S1(=O)NC(C2CC2c2ccccc2)CCO1 (configuration not stated)
    4% | -7 | -81% | -3% | -3 | -21%
> CCOc1ccc(OCC)c(S(=O)(=O)NCCCN2CCOCC2)c1
    -4% | 9 | 3% | -3% | -4 | 9%
> O=C(C(=O)N1CCCc2ccccc21)c1cn(CC(=O)N2CCOCC2)c2ccccc12
    8% | 12 | -29% | -6% | 10 | ?
> Cc1oc(C)c2c(=O)ccc3c(c12)OC(N)=C(C#N)C3c1ccccc1Cl (configuration not stated)
    -9% | -6 | 63%[activator] | 11µM* | 8 | ?
> C=CCNC(=O)c1ccccc1NS(=O)(=O)c1ccccc1
    7% | 10 | 9.3µM* | -11% | -2 | -7%
> Fc1ccc2c(c1)nnn2C1CCN(Cc2c(Cl)cccc2Cl)CC1
    ? | -4 | 10µM* | 6% | -7 | 10µM*
> Cn1c(=O)n(C)c2cc(/C=N/NC(=S)NCc3ccccc3)ccc21
    -19% | -2 | 4% | -11% | -2 | 2%
> Cc1sc(N)nc1-c1cccs1
    12% | 30 | -23% | -6% | 9 | 32%[activator]
> COc1ccc(CCC(=O)Nc2ccc3c(c2)OCO3)cc1OC
    ? | -3 | 1% | 4% | 2 | ?
> CC1(C)C(c2cccs2)=[N+]([O-])C2(CCCCC/C2=N\O)N1O (configuration not stated)
    7% | -7 | 148%[activator] | -5% | -2 | 25%
> COc1ccccc1N1CCN(Cc2nnnn2CCc2ccccc2)CC1
    ? | 2 | -18% | 1% | -3 | -3%
> Cc1cc(O)c(CN2CC=C(c3ccccc3)CC2)cc1C(C)C
    -4% | -5 | 0.26µM* | 5% | -2 | 0.29µM*
> COc1ccccc1C(=O)NCC(c1ccco1)N1CCc2ccccc21 (configuration not stated)
    ? | . | 5.2µM* | . | . | 10µM*
> Cc1ccccc1OCc1nnc2c3cnn(C)c3ncn12
    ? | 74 | 32% | 2% | 39* | 137%[activator]
> Cc1ccc2c(c1)NC(=O)C(CC(=O)NCc1cccnc1)O2 (configuration not stated)
    10% | -15 | -6% | -13% | -6 | .
> CCOC(=O)c1ccc(N/C=C/C(=O)c2ccco2)cc1
    -19% | 66* | 97%[activator] | 3% | 40* | .
> Cc1nc(SCC(=O)Nc2ccc3c(c2)OCCO3)nc(C)c1C
    ? | 16 | 24% | 2% | 13 | 3%
> CCOc1cc2[nH]c(=O)n(Cc3cccc(OC)c3)c(=O)c2cc1OCC
    ? | 4 | ? | 1% | -2 | -16%
> O=C1OCCN1C(=O)[C@H]1[C@H](c2ccc(Cl)cc2)C(c2ccc(F)cc2)=NN1c1ccccc1
    4% | -6 | . | -7% | 6 | .
> Cc1cccc(C(=O)N2CCC(=O)N(C(COCc3cccc(Cl)c3)Cc3ccccc3)CC2)c1 (configuration not stated)
    4%[8.37 µM] | -12 | ? | -1% | -4 | ?

Entries shown so far that have a thiophene ring, fused or not (8):
Every second line gives: HCV inhibitor | Shiga toxin inh | Pf growth 96h | FBPA Giardia inh | CHX counter | Pf growth 48h
> Cc1ccsc1/C=N/Nc1nc2ccccc2s1
    ? | 146* | ? | 3% | 70* | 265%[activator]
> Cc1cc(C)c2c(c1)NC(=O)C2(O)CC(=O)c1cccs1 (configuration not stated)
    6% | -3 | . | 6% | 12 | 19%
> O=C(NCc1cccs1)C1CCCN1C(=O)Nc1ccc(F)cc1 (configuration not stated)
    2% | -2 | 0% | 1% | -3 | 7%
> COc1cc(NC(=S)NC(=O)c2c(OC)cccc2OC)ccc1NC(=O)c1cccs1
    ? | -24 | 9% | 0% | -2 | 5.2µM*
> COc1ccccc1CNC(=O)C(=O)NCCC1CCCCN1S(=O)(=O)c1cccs1 (configuration not stated)
    11µM* | . | 12µM* | . | . | ?
> Cc1cccc(NC(=O)Cn2c(=O)n(Cc3ccccc3)c(=O)c3c(C)c(C)sc32)c1
    10µM* | -10 | 15µM* | 0% | -2 | ?
> Cc1sc(N)nc1-c1cccs1
    12% | 30 | -23% | -6% | 9 | 32%[activator]
> CC1(C)C(c2cccs2)=[N+]([O-])C2(CCCCC/C2=N\O)N1O (configuration not stated)
    7% | -7 | 148%[activator] | -5% | -2 | 25%
